Assay outcomes (PubChem)
A-T KAP1 phos = candidate therapy for ataxia-telangiectasia | […] A-T fibroblasts, KAP-1 phosphorylation AlphaLISA; neocarzinostatin DNA damage 30 min before lysis | actives 0.19% (n = 320,000) | AID 485349 | Potency, µM (series often up to 57.5 µM), for inactives: at the highest dose activation, most hits filed as activators; further: potency means the concentration at half of the fitted maximal effect; % of control where 0% means no effect; nearly all actives have a fitted effect of over 45% in size
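hTERT-immortalized A-T patient fibroblasts ([…]), 500 cells/well in OPTI-MEM, 1% FBS, got compounds for 60 min, then NCS for 30 min at 37C. Lysates were then assayed for phospho-KAP-1 by AlphaLISA (anti-pKAP1 donor, anti-KAP1 acceptor beads), 6 hr at 25C.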
Chronic BCR inh = chronic active BCR signaling inhibition | Potency, µM (doses to about 46.1 µM), inactives show at the highest dose ratio change, negative = lower green/red ratio, usual class: inhibitors | ABC-DLBCL IkBa-CBG/CBR reporter, luminescence ratio, 4 h | actives 0.05% (n = 340,000); active means well fitted inhibition curve with a large enough effect in the signal ratio, with a control signal flat, not every such curve was filed as active; inconclusive means small, poorly fitted or top-dose-only effect, or effect the other way, or a change in a side signal; the % refers to the signal ratio;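 further: potency means the concentration at half of the fitted maximal effect; plate controls were basal doxycycline-induced cells for no effect and cells given 10 µM MG132 for full effect; MG132 reads +100%, hits lower the ratio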
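TMD8 ABC-DLBCL cells carrying doxycycline-inducible green luciferase fused to IkappaBalpha plus unfused red luciferase were exposed to compounds (up to 46 uM) for 4 hrs at 37C. Activity came from the overlap-corrected green/red luminescence ratio.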
FBPA coupling cs = inhibits coupling enzyme system, counter-screen for aldolase hits | coupling enzyme system counterscreen, AmpLite Red fluorescence | AID 2472 | actives 0.67% (n = 290,000) | activity change, negative = inhibition, % at 58.2 µM, hits read low; in the data active means activity change below about -30%; further: on the % scale 0 is the no-effect control and ±100 the full control effect
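Fluorescence at 525 nm excitation and 598 nm emission measured inhibition of the coupled detection system without aldolase. Compounds (at 57.5 uM final) were preincubated 10 min at room temperature with coupling enzyme reagent before a 20 min substrate/AmpLite Red step.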
GALK inh = inhibitors of human galactokinase; P51570; Purified GALK, Kinase-Glo residual ATP luminescence; Potency, µM (doses to about 57.5 µM), inactives show at the top dose activity change, negative = inhibition, usual class: inhibitors; actives 0.007% (n = 270,000); further: potency means the concentration at half of the fitted maximal effect; on the % scale 0 is the no-effect control and ±100 the full control effect
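Galactose (100 uM) and ATP (35 uM) were turned over by 5 nM GALK for 1 h at RT. Kinase-Glo Plus then converted the remaining ATP into a luminescent signal.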
MLL CXXC-DNA inh = blocks binding of human MLL CXXC domain to DNA | MLL-CXXC / FITC-HOXA9 DNA fluorescence polarization | Potency, µM (doses to about 115 µM), inactives show at the top dose activity change, negative = inhibition, usual class: inhibitors | Q03164 | actives 0.037% (n = 290,000); active means well fitted inhibition curve with a large enough effect in the polarisation, with a control signal flat, not every such curve was filed as active; inconclusive means small, poorly fitted or top-dose-only effect, or effect the other way, or a change in a side signal; inactive means no such curve, though single readings can be large or run the other way; the % refers to the polarisation; further: potency means the concentration at half of the fitted maximal effect
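Steps: dispense CXXC domain solution (7 uM) → pin compounds or unlabeled HOX-A9 DNA control → 5 min ambient → add FLSN-HOX-A9 solution (50 nM) → spin → 30 min ambient → fluorescence polarization. Tris pH 7.5/NaCl/DTT/BSA buffer.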
TSHR antagonist = human thyrotropin receptor antagonism. actives 0.2% (n = 330,000). TSHR-expressing cells, TSH-stimulated cAMP HTRF, 2 h; stronger effect = lower value. activity change, negative = inhibition, % at 11.5 µM. AID 504810;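 active means activity change below a set negative limit, meaning inhibition stronger than a set level, cut at about -70% in these data; inconclusive means activity change between two set negative limits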; further: on the % scale 0 is the no-effect control and ±100 the full control effect
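TSHR-expressing cells, 200/well, pre-treated with compound, then stimulated with EC80 TSH (4nM final) for 2 hours at 37 deg C. cAMP measured by competitive HTRF: anti-cAMP cryptate antibody in lysis buffer plus cAMP-d2, read after 30 minutes at room temperature.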
TCR act = activators of T cell receptors; primary human leukocytes, anti-CD3, IL-2 HTRF, 48 h; Potency, µM (doses to about 9.22 µM), without a hit: at the highest dose activation of IL-2 secretion, actives largely listed as activators; 330,000 tested, under 10 active; further: % of control where 0% means no effect
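Activity was scored as IL-2 release from primary human leukocytes given only a TCR signal (a-CD3 beads) plus compound for 48 hr. Detection used a two-antibody HTRF format read at 665nm.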
KCNH2 WT inh = inhibitors of human wildtype KCNH2 potassium channel; U2OS, BacMam KCNH2, thallium flux FluxOr; stronger effect = lower value; activity change, % at 1.84 µM; Q12809; AID 720551; actives 0.37% (n = 340,000);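 active means maximum activity change below -70%; inconclusive means maximum activity change between -70% and -50%; inactive means maximum activity change above -50%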; further: on the % scale 0 is the no-effect control and ±100 the full control effect
Target sequence (Q12809 whole entry, looked up): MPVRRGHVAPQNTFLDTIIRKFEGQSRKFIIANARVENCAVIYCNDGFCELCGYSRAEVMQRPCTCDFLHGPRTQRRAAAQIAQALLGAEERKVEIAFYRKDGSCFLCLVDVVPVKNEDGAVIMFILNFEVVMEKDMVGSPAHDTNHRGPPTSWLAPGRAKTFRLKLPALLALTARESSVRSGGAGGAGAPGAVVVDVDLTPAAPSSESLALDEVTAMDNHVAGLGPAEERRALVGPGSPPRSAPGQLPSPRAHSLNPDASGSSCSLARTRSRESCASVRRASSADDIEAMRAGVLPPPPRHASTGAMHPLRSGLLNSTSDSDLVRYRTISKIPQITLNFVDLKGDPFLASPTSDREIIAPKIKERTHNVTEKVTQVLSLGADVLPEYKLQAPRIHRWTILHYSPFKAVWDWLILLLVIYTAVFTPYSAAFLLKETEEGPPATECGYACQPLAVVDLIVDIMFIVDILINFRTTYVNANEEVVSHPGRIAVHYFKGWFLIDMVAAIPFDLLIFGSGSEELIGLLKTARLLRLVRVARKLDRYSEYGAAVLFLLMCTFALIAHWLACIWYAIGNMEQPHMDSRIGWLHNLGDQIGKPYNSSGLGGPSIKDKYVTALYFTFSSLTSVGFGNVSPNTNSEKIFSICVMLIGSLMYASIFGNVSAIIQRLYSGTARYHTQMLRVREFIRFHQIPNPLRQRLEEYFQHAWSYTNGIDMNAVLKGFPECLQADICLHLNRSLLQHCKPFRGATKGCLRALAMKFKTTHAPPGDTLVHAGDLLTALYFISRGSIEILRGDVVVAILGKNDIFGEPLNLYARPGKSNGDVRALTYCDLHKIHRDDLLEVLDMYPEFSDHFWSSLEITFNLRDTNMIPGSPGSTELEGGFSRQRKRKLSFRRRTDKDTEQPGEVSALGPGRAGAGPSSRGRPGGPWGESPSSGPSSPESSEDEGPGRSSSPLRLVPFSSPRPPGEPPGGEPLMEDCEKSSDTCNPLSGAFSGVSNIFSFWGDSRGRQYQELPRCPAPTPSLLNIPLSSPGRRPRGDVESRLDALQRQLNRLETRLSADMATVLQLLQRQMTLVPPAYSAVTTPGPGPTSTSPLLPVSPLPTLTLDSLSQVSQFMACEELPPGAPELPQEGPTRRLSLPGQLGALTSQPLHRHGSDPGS
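U2OS cells transduced with wild-type KCNH2 virus are loaded with FluxOr dye for 45 min, and thallium flux is measured in kinetic reads before and after stimulation buffer. Rate constants are normalized to DMSO controls.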
Giardia killer = kills Giardia lamblia; Giardia lamblia trophozoite viability; activity change, % at 7.66 µM, hits read low; actives 0.15% (n = 340,000); in the data active means activity change below about -80%; inconclusive means between about -30% and that limit;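 further: parasites exposed to compound for two days anaerobically before the ATP read; on the % scale 0 is the no-effect control and ±100 the full control effect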
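Viability, read as ATP luminescence: trophozoites at 100 cells/well, compound added, 48 hrs anaerobic at 37 deg C, then 15-30 min room-temperature development before reading.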
Tb PFK inh = T. brucei PFK enzyme inhibition | T. brucei PFK, ADP-Glo luminescence | Potency, µM (doses to about 57.5 µM), inactives show top-dose activity, negative = inhibition, actives largely listed as inhibitors | actives 0.17% (n = 330,000);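 further: potency means the concentration at half of the fitted maximal effect; 0% = uninhibited 1x PFK enzyme wells and -100% = no-enzyme wells; nearly all actives have a fitted effect of over 60% in size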
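ADP-Glo luminescence quantified ADP after 45 min at room temperature, with 1.25 nM T. brucei PFK, 0.1 mM ATP and 0.5 mM fructose-6-phosphate in pH 8.0 TEA buffer. qHTS titrations up to 57 µM; curves classified by quality.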
* marks the source's active call; other numbers are inactive results; ? = inconclusive; nt = not tested or not shown; & = joins results of further samples; [ ] = another dose, or the depositor's remark. Unless noted, the call rests on the fitted dose curve; in most records, active means well fitted curve in the direction sought with a large enough effect; inconclusive means small, poorly fitted or top-dose-only effect, or another doubt; inactive means no such curve, though single readings can be large; an effect the other way counts as inactive or inconclusive.

SMILES | A-T KAP1 phos | Chronic BCR inh | FBPA coupling cs | GALK inh | MLL CXXC-DNA inh | TSHR antagonist | TCR act | KCNH2 WT inh | Giardia killer | Tb PFK inh
Nc1[nH]nc2nc(-c3ccccc3)[nH]c(=O)c12 | -1% | ? | 4 | 2% | 0% | 8 | -1% | -2 | -11 | -2%
Cc1ccc(NC(=O)NC(=O)N(C(C)C)S(C)(=O)=O)nc1 | 0.71µM* | 5% | 0 | 0% | 9% | 36 | 0%[46.1 µM] | 9 | -2 | 4%
CN(Cc1ccccc1)c1ccc([N+](=O)[O-])cc1C(=O)O | -3% | 4% | 4 | 8% | 5% | 7 | 0% | -3 | -17 | -1%
O=C(CN1C(=O)NC2(CCCc3ccccc32)C1=O)Nc1cc(F)ccc1F (stereo not given) | -8% | 2% | nt | nt | nt | 12 | 1% | 7 | 2 | -2%
O=C(O)CCn1c(=O)oc2cc(S(=O)(=O)N3CCCC3)ccc21 | -3% | 0% | nt | nt | nt | -3 | -2% | -1 | -15 | -6%
COC(=O)c1cc2c(cc1Cl)SC(=NCCCN1CCOCC1)NS2(=O)=O | 4% | 17% | 2 | -1% | -2% | -5 | -15% | 1 | 3 | -1%
CCOC(=O)N1CCN(S(=O)(=O)c2ccc(C(=O)Nc3nnc(CSC)o3)cc2)CC1 | 0% | 5% | 4 | 0% | -6% | -12 | -1%[46.1 µM] | 4 | -15 | 4%
COc1ccc(C(C)(C)C)cc1NC(=O)c1ccoc1C | -7% | ? | 2 | 1% | -14% | -5 | -5% | -15 | -20 | -8%
O=C1C=C(NCc2ccco2)CC(c2ccc(Cl)cc2)C1 (stereo not given) | 7% | 11% | -2 | -2% | -1% | -4 | 2% | 4 | -15 | -7%
CC1Cc2cc(/C(O)=C3/C(=O)C(=O)N(CCCn4ccnc4)C3c3cccc([N+](=O)[O-])c3)ccc2O1 (stereo not given) | -3% | -5% | 5 | 2% | 3% | 5 | 1% | 0 | 14 | 11µM*
CC/C(=N\NC(=O)OC)c1ccc(OC(F)F)cc1 | 4% | -2% | 1 | 0% | 16% | -8 | 5% | 5 | -7 | 1%
COC(=O)c1ccccc1NC=C1C(=O)OC2(CCCCC2)OC1=O | 11% | 2% | -1 | -3% | -8% | -4 | 3% | -3 | 3 | 0%
COCCNC(=O)C(c1ccc(C)cc1)N(C(=O)CCC(=O)Nc1ccccn1)c1cccc(C)c1 (stereo not given) | -1% | 3% | -2 | 5% | -9% | -1 | -3% | -4 | -10 | -5%
COC(=O)C1=C(C)N(CCc2ccc(OC)c(OC)c2)C(=O)/C1=C\c1ccc(O)cc1 | -1% | 19% | -12 | 2% | 0% | -2 | 7% | -1 | 25 | 9%
Cc1ccccc1/C=C/C(=O)NCC(=O)N1CCC(N(C)C2CCCCC2C)CC1 (stereo not given) | 1% | 2% | 1 | -1% | 1% | 3 | 10% | 13 | 41[activator] | -2%
CC(C)[C@H](NC(=O)N1CCn2c1nc1ccccc12)C(=O)NCCc1ccccc1 | 35% | 16% | nt | -5% | -14% | 28 | 4% | 3 | -19 | 11%
O=C(CN1CCC(O)CC1)N1c2ccccc2C=Cc2ccccc21 | 1% | -1% | 3 | -2% | -5% | 2 | -1% | -7 | 7 | 5%
COc1ccccc1C(=O)N1CCN(Cc2ccc3c(c2)OCO3)CC1 | nt | ? | 2 | 0% | 5% | -11 | 8%[46.1 µM] | -10 | -7 | 1%
COc1ccc(NC(=O)COc2ccc(C(=O)OCC(=O)N(C(C)C)C(C)C)cc2OC)cc1 | 6% | -2% | 1 | 1% | -2% | -5 | 1% | nt | 0 | 6%
CCc1ccc(N=CC23c4ccccc4C(c4ccccc42)C2C(=O)N(c4ccc(OC)cc4)C(=O)C23)cc1 (stereo not given) | 14% | -23% | -1 | 1% | 13% | 1 | 4% | -6 | 0 | 3%
Cc1onc(-c2ccccc2)c1C(=O)NC(=S)NNC(=O)c1ccc(O)cc1O | -6% | 2% | 2 | 0% | 12% | -5 | 1%[46.1 µM] | -1 | 3 | 9%
O=C(O)CCNC(=O)/C(=C\C=C\c1ccccc1)NC(=O)c1ccccc1 | 24% | 2% | 0 | 0% | -8% | -3 | -3% | -1 | -2 | 2%
COc1ccccc1CNC(=O)c1cc(-c2ccccc2C)n(CC2CC(c3cccc([N+](=O)[O-])c3)=NO2)n1 (stereo not given) | -18% | 9% | nt | nt | nt | 6 | -6% | -5 | -5 | -4%
O=C(c1cccs1)N1CCC(c2nc3c(nnn3Cc3cccc(Cl)c3)c(=O)[nH]2)CC1 | 1% | 1% | 2 | 1% | 5% | -18 | 1% | 7 | -11 | 2%
Cc1nn(-c2ccc(C(=O)O)cc2)c2c1C(=O)CC(C)(C)C2 | -15% | -1% | 4 | -1% | -1% | -10 | -4% | 1 | 22 | 0%

(further entries)
SMILES | A-T KAP1 phos | Chronic BCR inh | FBPA coupling cs | GALK inh | MLL CXXC-DNA inh | TSHR antagonist | TCR act | KCNH2 WT inh | Giardia killer | Tb PFK inh
CC1CN(C2=Nc3cccc4cccc2c34)CC(C)O1 (stereo not given) | 7% | 0% | -46* | 0% | 14% | -8 | 7% | -4 | 16 | -3%
C=CCn1c(SCC(=O)NCc2ccccc2)nnc1C1CCCCC1 | -1% | 5% | 2 | -1% | -6% | 5 | -4% | 1 | -11 | 0%
Cc1ccc(O)c(NC(=O)c2cc(-c3ccco3)on2)c1 | 0% | ? | 0 | 8% | 2% | 1 | 3% | 12 | 16 | -3%
Cc1cccc(NC(=O)CCc2nc3sc4c(c3c(=O)[nH]2)CCCC4)c1 | 6% | 4% | nt | nt | nt | nt | 5% | -1 | 13 | 1%
CC1(C)CC(=O)C2=C(C1)N(c1ccccc1)C(N)=C(C#N)C2c1cccnc1 (stereo not given) | -1% | 12% | -2 | 7% | -3% | -6 | 6% | 13 | -19 | -1%
COCCNC(=O)c1c(N)n(CCCn2ccnc2)c2nc3ccccc3nc12 | ? | ? | -28 | 7% | -16% | -13 | 0% | 1 | 13 | 1%
CC(=O)c1c(C)[nH]c(C(=O)OCC(=O)Nc2c(C)n(C)n(-c3ccccc3)c2=O)c1C | 1% | 7% | nt | nt | nt | -3 | 6% | 6 | -13 | -4%
COC(=O)C1=C(C)N(CCCCCC(=O)O)C(=O)NC1c1ccccc1 (stereo not given) | nt | nt | 1 | nt | nt | nt | 4% | 0 | 11&-24 | nt
Cc1c2c([n+]3n1CCC3)CC(C)(C)CC2=O | 7% | 3% | -2 | 0% | 1% | 6 | 2% | 19 | 14 | 2%
Cc1coc2cc3oc(=O)ccc3cc12 | -14% | 0% | -3 | nt | 27% | 7 | -6% | -5 | ? | 0%
COCCCNC(=S)NC(=O)c1ccc([N+](=O)[O-])cc1 | -4% | 4% | 0 | 2% | -6% | 2 | -2%[46.1 µM] | 5 | -10 | 4%
COc1cc(Cl)c(C)cc1NC(=O)CCNC(=O)c1ccco1 | 2% | 2% | 0 | 5% | 13% | -4 | 7% | 2 | -23 | 1%
O=C(COC(=O)c1ccccc1NC(=O)c1ccco1)NCC1CCCCC1 | 3% | -1% | 0 | -1% | -15% | -14 | -8% | 2 | 7 | 1%
C=C(C)CC1N(c2cccc(OC)c2)C(=O)C2C(C(=O)O)C3C=CC21O3 (stereo not given) | -1% | -9% | 3 | 1% | -20% | 9 | -2% | -3 | -5 | 0%
O=C(NCCC1CCCCN1S(=O)(=O)c1ccc(F)cc1)C(=O)Nc1ccccc1 (stereo not given) | 3% | ? | nt | nt | nt | -9 | 4% | 31 | -1 | 9%
COC(=O)c1ccc(C2NC(=O)c3ccccc3O2)cc1 (stereo not given) | -11% | 0% | 1 | nt | ? | 0 | -4% | -6 | -15 | 0%
O=C(CCNC(=O)c1ccc(Br)cc1)NNC(=O)c1ccccc1O | -7% | ? | nt | nt | nt | 20 | nt | -2 | 2 | -1%
O=c1c(-c2ccc(F)cc2)coc2cc(O)ccc12 | -3% | 9% | 2 | 0% | -5% | -2 | -2% | -3 | ? | -2%
COc1cccc(NC(=S)N2CCN(C(c3ccccc3)c3ccccc3)CC2)c1 | 8% | 0% | 0 | nt | 20% | 0 | 8% | 14 | 11 | 1%
COc1cc(C2NC(=O)CCC2[N+](=O)[O-])cc(Br)c1OC (stereo not given) | 27% | -1% | 6 | 2% | 9% | 3 | -1% | 4 | 9 | 0%
CN(C)/C=N/c1cc(=O)n(Cc2ccccc2)c(=O)n1C | 15% | 4% | -3&0 | nt | 4% | 4 | -81% | 3 | -6 | 5%
COc1ccc(C2CC(c3ccc(OC)c(OC)c3)=NN2C(=O)c2ccccc2)cc1 (stereo not given) | 9% | ? | 3 | 0% | 6% | -3 | 1% | 6 | -8 | 1%
COc1ccc(CNC(=O)c2onc(C)c2Cl)cc1 | -3% | -1% | 1 | 0% | 3% | -8 | -2%[46.1 µM] | 3 | -3 | 8%

Outcome played no part in choosing rows (roughly 1.6% active in at least one column).
